sdo1 growth = restores growth of sdo1-depleted yeast | S. cerevisiae sdo1-depleted JHY4D growth rescue, OD600 30 h; active compounds read high; pdr5 snq2 efflux-pump mutant strain | z-score at 10 µM | actives 0.21% (n = 140,000) | AID 817;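 active = z-score above 3 at both the 24 hr and the 30 hr optical density reads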;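 note: z-score against mean and SD of all compound wells on the same plate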
Insulin prom inh = TRM-6 insulin promoter activity inhibition. TRM-6 cells (human fetal islet line), insulin promoter-eGFP reporter, imaging; reporter expression induced with tamoxifen. inhibition, % at 2 µM. actives 0.9% (n = 130,000). AID 1273;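 active = inhibition above the mean plus 3 SD, with well images judged a real hit on visual review, cut at about 60% in these data, passing the limit was not always enough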
sdo1 growth Rescue 24 h = further read-out of sdo1 growth, marked with its call; z-score; S. cerevisiae sdo1-depleted JHY4D growth rescue, OD600; measured here: growth rescue at 24 h;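 0 is the plate mean of compound wells and units are plate SD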
Numbers without * were called inactive; . = not tested or not shown; [ ] = remark or other dose. The list is partial. The share of hits here may be higher or lower than overall.

entry | sdo1 growth | sdo1 growth Rescue 24 h | Insulin prom inh | mol
1 | . | . | -50.0 | Cc1cc(C)c2nc(SCC(=O)NCC3CCCO3)c(C#N)cc2c1 (stereo not given)
2 | 0.69 | 0.88 | . | CCCCC(C(=O)O)C(C)CC(=O)Nc1cccc(C(=O)O)c1 (stereo not given)
3 | . | . | 40.0 | CC(=O)N1CCOCCOCCN(C(C)=O)CCOCC1
4 | 1.05 | 0.77 | -387.5 | Cc1[nH]c2ccccc2c1C(=O)CSc1nncn1C
5 | -1.78 | -0.47 | -25.0 | O=C(Nc1ccccc1N1CCOCC1)c1ccc(Br)o1
6 | 0.85 | 0.77 | 13.9 | COc1nnc(-c2ccc(C)c(S(=O)(=O)NCCO)c2)c2ccccc12
7 | -0.12 | -0.89 | 25.0 | COc1cccc(CN2C(=O)CCC2(C)C(=O)NC2CCCCCC2)c1 (stereo not given)
8 | 0.4 | 0.15 | -256.2 | CCOC(=O)c1ccc(NC(=O)CSc2nnc(CNc3ccc(C)cc3)n2C)cc1
9 | -0.71 | 1.21 | 16.7 | COc1ccc(Br)cc1/C=C/C(=O)Nc1ccc2ccccc2c1
10 | -0.2[9.4 µM] | -0.38 | . | CCOC(=O)/C(C#N)=C1/SC(CCO)C(=O)N1c1ccccc1 (stereo not given)
11 | -0.76 | -0.46 | -15.4 | O=C(CSc1nnnn1-c1ccccc1)NC(=O)Nc1ccc2c(c1)OCCO2
12 | -1.57 | -1.32 | 48.4 | Cc1ccc(Oc2ccccc2/C=C2\SC(=O)N(C)C2=O)cc1
13 | -0.78 | -1.04 | 24.3 | CCn1cc(Br)c(C(=O)Nc2cccc(Cl)c2)n1
14 | -0.72 | -0.78 | 17.9 | COc1ccc(NC(=O)CSc2cccc3cccnc23)c(OC)c1
15 | 0.07 | 0.79 | . | CCOC(=O)N1CCN(C(=O)Cn2c(=O)sc3ccccc32)CC1
16 | 1.39 | 1.74 | -24.2 | COc1ccc(NS(=O)(=O)c2cc(OC)ccc2NC(=O)c2cc(C)oc2C)cc1
17 | 0.32 | 0.61 | -41.4 | Cc1cccc(NC(=O)N2CCCC2C(=O)NCc2cccs2)c1 (stereo not given)
18 | -0.03 | 0.33 | . | COc1ccccc1-c1c(C(F)(F)F)oc2cc(OCC(=O)Nc3ccccc3C(F)(F)F)ccc2c1=O
19 | -0.74 | -1.28 | -18.2 | CC(/C=C/c1ccc(N(C)C)cc1)=N\N=C1\NC(=O)CC(C(=O)Nc2ccccc2)S1 (stereo not given)
20 | -0.04 | -0.64 | 25.0 | CSCCC(Nc1ccc(S(=O)(=O)N2CCOCC2)cc1[N+](=O)[O-])C(=O)OCC(=O)N(C(C)C)C(C)C (stereo not given)
21 | 0.54 | 0.27 | 28.1 | Cc1ccc(S(=O)(=O)c2cc(C#N)c(=O)[nH]c2N)cc1
22 | 0.63 | 0.03 | -14.3 | Cc1ccc(S(=O)(=O)N=Nc2c(O)[nH]c3ccccc23)cc1
23 | -0.33 | -0.96 | -54.3 | O=C(Nc1ccc(Cl)cn1)c1ccccc1F
24 | -0.02 | 0.03 | . | O=C(Nc1ccccc1C(=O)N/N=C/c1ccco1)c1ccccc1Cl
25 | 0.34 | -0.13 | 35.7 | O=C(c1ccccc1)N1CCN(C(=O)c2ccccc2Br)CC1
26 | -0.33 | 0.31 | 2.6 | S=c1[nH]cnc2scc(-c3ccccc3)c12
27 | . | . | 25.0 | CCOc1ncccc1C(=O)Nc1ccc(-c2ccc3nnc(C)n3n2)cc1
28 | . | . | 40.0 | COc1cc(-c2nc3ccc(N4CCN(C)CC4)cc3[nH]2)cc(OC)c1OC
29 | 0.73 | 0.13 | . | CCN(CC)CCCNC(=S)N1CCn2c(nc3ccccc32)C1
30 | -1.59 | -1.29 | 30.4 | Cc1ccc(-c2cc(-c3cccs3)[nH]n2)c(O)c1
31 | 0.19 | 0.77 | 37.8 | CC(=O)N1CCc2cc(S(=O)(=O)NC3CCCc4ccccc43)ccc21 (stereo not given)
32 | . | . | 16.7 | CC(=O)Nc1c(C(=O)N2CCN(c3ncccn3)CC2)cnn1-c1ccccc1Cl
33 | 0.28 | -0.64 | . | CCOC(=O)C1=C(CP(=O)(c2ccccc2)c2ccccc2)NC(=O)NC1c1ccc(OC)cc1 (stereo not given)
34 | -1.06 | -0.26 | -40.0 | Cc1cc(C)cc(NC(=O)C(OC(=O)c2ccc([N+](=O)[O-])o2)c2ccccc2)c1 (stereo not given)
35 | -1.56 | -0.11 | . | CCOC(=O)c1oc2ccccc2c1NC(=O)c1ccc(Cl)s1
36 | -0.26 | -0.33 | -64.3 | Cc1ccc(NC(=O)C(C)c2cccc(C(=O)c3ccccc3)c2)cc1O (stereo not given)
37 | -0.29 | -1.04 | -20.0 | CCOC(=O)C1=C(O)C(Nc2nc3ccccc3s2)(C(F)(F)F)N=C1C (stereo not given)
38 | 0.27 | 0.36 | -5.1 | COc1ccc(C(=O)Nc2ccc(Cl)cc2C(=O)NCCN2CCOCC2)cc1
39 | 0.8 | -0.01 | . | COc1ccc(-n2c(C)nc3cc(C(=O)NCCN4CCOCC4)ccc32)cc1
40 | -0.13 | 1.6 | 33.3 | O=C(Nc1ccc(N2CCOCC2)cc1)c1cccc(S(=O)(=O)N2CCC(Cc3ccccc3)CC2)c1
41 | 0.63 | 1.3 | . | Clc1ccc2nc(N3CCCCC3)sc2c1
42 | -0.57 | -0.31 | 17.4 | COC(=O)c1ccc(S(=O)(=O)N2C3CCC2CC(NC(=O)NC2CCCCC2)C3)cc1 (stereo not given)
43 | 0.6 | 0.3 | . | CCCCOC(=O)Nc1nnc(SCCOc2ccc(C)cc2)s1
44 | -0.87 | 0.18 | -58.3 | [O-]/C(=C(\C(=S)Nc1cccc2ccccc12)[n+]1ccccc1)c1ccc2c(c1)OCCO2
45 | 1.57 | 1.4 | . | Cc1ccccc1OCC(=O)OC(C)CN1CCN(C)CC1 (stereo not given)
46 | . | . | -13.3 | CN(Cc1ccccc1)C(=O)COC(=O)/C=C/c1ccco1
47 | 0.57 | 0.44 | -29.0 | CC1(C)CC(=O)C(C=NCc2cccnc2)=C(O)C1
48 | . | . | -18.2 | O=C(CSc1ccc2nnc(-c3ccccn3)n2n1)Nc1nccs1

Entries of single compounds, looked up by structure. Order of screens: sdo1 growth, sdo1 growth Rescue 24 h, Insulin prom inh
Listed for CCn1cc(Br)c(C(=O)Nc2cccc(Cl)c2)n1 = -0.78, -1.04, 24.3
Listed for CSCCC(Nc1ccc(S(=O)(=O)N2CCOCC2)cc1[N+](=O)[O-])C(=O)OCC(=O)N(C(C)C)C(C)C (stereo not given) = -0.04, -0.64, 25.0
Listed for Clc1ccc2nc(N3CCCCC3)sc2c1 = 0.63, 1.3, .

Going on with the list.
entry | sdo1 growth | sdo1 growth Rescue 24 h | Insulin prom inh | mol
49 | -0.41 | -1.17 | . | CCOC(=O)C1CCN(S(=O)(=O)Cc2ccccc2)CC1
50 | 1.62 | 0.88 | -21.9 | CCOC(=O)C(CCCOc1cccc(OC)c1)C(=O)OCC
51 | -0.64 | -0.12 | 18.9 | O=C(Nc1ccn(Cc2c(F)c(F)cc(F)c2F)n1)c1ccc(COc2ccc(Cl)cc2Cl)o1
52 | 0.39 | 2.5 | 5.6 | COCCCN=C1NN=C(c2cc(C)n(-c3ccccc3)c2C)CS1
53 | -1.34 | 0.42 | . | O=c1cc(O)c2c(=O)n(C3CCCCC3)c3ccccc3c2o1
54 | -0.54 | 0.04 | 37.9 | Cc1ccccc1NC(=O)c1ccc2c(c1)C(=O)N(CCC(C)C)C2=O
55 | 3.15 | 2.8 | 42.9 | Cn1c(SCC(=O)NCC2CCCO2)nnc1-c1ccc(S(=O)(=O)N2CCCC2)cc1 (stereo not given)
56 | 1.16 | 1.15 | 46.1 | COC(=O)c1cccc(S(=O)(=O)N2CCC(C)CC2)c1
57 | -0.87 | -0.51 | -235.0 | O=C(CSCc1c(Cl)cccc1Cl)NCc1ccco1
58 | 0.83 | 0.79 | 48.1 | COc1ccc(NC(=O)C(NC(C)=O)C(=O)NCc2ccccc2Cl)cc1 (stereo not given)
59 | -1.11 | 4.23 | -46.5 | Cc1ccc(NC(=O)COc2ccccc2CNC(C)(C)CC(C)(C)C)cc1
60 | -0.73 | -1.48 | 5.7 | Cc1ccc2nc(N3CCN(S(=O)(=O)c4ccc5c(c4)OCCO5)CC3)c(C#N)cc2c1
61 | . | . | -50.0 | CS(=O)(=O)N(CC(=O)Nc1ccccc1-c1ccccc1)c1cccc(F)c1
62 | . | . | -14.3 | NS(=O)(=O)c1cccc(NC(=S)NCc2ccc3c(c2)OCO3)c1
63 | 0.27 | 0.9 | -40.0 | O=C(NN=C1CCCCCC1)c1c[nH]c2ccccc12
64 | . | . | 35.7 | O=C(Nc1cccc(C(=O)O)c1)/C(=C\c1ccc2c(c1)OCO2)NC(=O)c1ccccc1
65 | . | . | 0.0 | COc1c(C)cc(Br)cc1C(=O)Nc1ccccc1N1CCN(C(=O)c2ccccc2)CC1
66 | 2.32 | 3.1 | 21.9 | CCc1ccccc1NC(=S)N(CCCN1CCOCC1)Cc1ccccn1
67 | . | . | -52.4 | CCOC(=O)c1c(NC(C)=O)sc2c(OCCN(CC)CC)c(Br)ccc12
68 | -0.23 | -1.06 | . | CC(OC(=O)C1CCCCC1)c1nc2ccccc2[nH]1 (stereo not given)
69 | . | . | -391.7 | CC[n+]1ccc(/C=C2\Sc3ccccc3N2CCCS(=O)(=O)[O-])c2ccccc21
70 | 0.4 | 0.06 | -346.7 | CC(=O)OC(C(=O)n1nc(C)cc1C)c1ccccc1 (stereo not given)
71 | 0.03 | -0.42 | . | CCOC(=O)c1[nH]c(C)c(CN(CCc2ccccc2)S(C)(=O)=O)c1C
72 | -1.68 | -1.62 | 37.9 | COc1ccc(-c2ncncc2-c2csc(C)n2)c(O)c1
73 | -1 | -0.25 | -44.8 | COc1ccc(Cl)c(Cn2c(NCc3ccco3)nc3c2c(=O)n(C)c(=O)n3C)c1
74 | 1.59 | 1.4 | 25.0 | Cc1cc(C(=O)N2CCN(C(=O)C3CCCO3)CC2)no1 (stereo not given)
75 | -1.7 | -1.4 | -24.3 | CCOC(=O)c1cc2sc(C)cc2n1CC(=O)N1CCc2ccccc21
76 | 0.49 | 0.13 | . | CCC(=O)N1CCCn2c1nc1ccccc12
77 | -0.36 | -0.94 | 63.6 | CC(C)(C)NC(=O)CSc1nsc(SCC(=O)NC(C)(C)C)c1C#N
78 | . | . | -34.1 | COc1cc(NC(=S)NN2CCOCC2)cc(OC)c1
79 | -0.1 | -0.98 | . | CC(C)COc1ccc(/C(O)=C2/C(=O)C(=O)N(CCN(C)C)C2c2ccncc2)cc1 (stereo not given)
80 | 0.2 | 0.32 | 37.9 | CC(C)C(=O)NC(=S)Nc1ccc(S(=O)(=O)N2CCCC2)cc1
81 | -0.68 | -0.11 | -280.0 | COc1ccc(-c2cc(C(F)(F)F)nc(SCC(=O)NCc3ccco3)n2)cc1OC
82 | 0.16 | -0.86 | . | COC(=O)c1[nH]c2c(c1C)C(=O)CC(c1cc(OC)ccc1OC)C2 (stereo not given)
83 | 1.13 | -0.48 | 37.0 | CC(C(=O)N1CCOCC1)c1ccc([N+](=O)[O-])cc1 (stereo not given)
84 | 0.84 | 0.81 | . | C=CCSc1nsc(N)n1
85 | -0.79 | -0.28 | -26.7 | Cc1ccc(C(=O)/C=C/c2ccccc2)o1
86 | 0.14 | 0.12 | -60.0 | C[C@@H](O)[C@@H]1NC(=O)c2cc([N+](=O)[O-])cc(I)c2NCC[C@@H](C(N)=O)NC(=O)CNC1=O
87 | -0.02 | -0.37 | 30.0 | CCOC(=O)C1=C(C)Nc2ncnn2C1/C=C/c1ccccc1 (stereo not given)
88 | 0.86 | 0.57 | 0.0 | CC1CC(Nc2ccccc2)=NC1(C)C (stereo not given)
89 | -0.79 | -0.34 | -207.7 | O=C(CNC(=O)c1ccco1)NCC(=O)OCc1ccc(C(=O)Oc2ccc(Cl)cc2)cc1
90 | -0.91 | -0.38 | . | Cc1cc(-c2cccs2)c2c(N)c(C(=O)c3ccc4c(c3)OCO4)sc2n1
91 | . | . | 69.2 | O=C(NNc1ccc([N+](=O)[O-])cc1)c1ccccc1Cl
92 | -1.95 | -1.01 | . | C/C(=N\N=C(/N)SC1CC(=O)N(c2ccc(Br)cc2)C1=O)c1cccs1 (stereo not given)

Structural class: those above with an aryl thioether with sulfur outside any ring
entry | sdo1 growth | sdo1 growth Rescue 24 h | Insulin prom inh | mol
1 | . | . | -50.0 | Cc1cc(C)c2nc(SCC(=O)NCC3CCCO3)c(C#N)cc2c1 (stereo not given)
4 | 1.05 | 0.77 | -387.5 | Cc1[nH]c2ccccc2c1C(=O)CSc1nncn1C
8 | 0.4 | 0.15 | -256.2 | CCOC(=O)c1ccc(NC(=O)CSc2nnc(CNc3ccc(C)cc3)n2C)cc1
11 | -0.76 | -0.46 | -15.4 | O=C(CSc1nnnn1-c1ccccc1)NC(=O)Nc1ccc2c(c1)OCCO2
14 | -0.72 | -0.78 | 17.9 | COc1ccc(NC(=O)CSc2cccc3cccnc23)c(OC)c1
43 | 0.6 | 0.3 | . | CCCCOC(=O)Nc1nnc(SCCOc2ccc(C)cc2)s1
48 | . | . | -18.2 | O=C(CSc1ccc2nnc(-c3ccccn3)n2n1)Nc1nccs1
55 | 3.15 | 2.8 | 42.9 | Cn1c(SCC(=O)NCC2CCCO2)nnc1-c1ccc(S(=O)(=O)N2CCCC2)cc1 (stereo not given)
77 | -0.36 | -0.94 | 63.6 | CC(C)(C)NC(=O)CSc1nsc(SCC(=O)NC(C)(C)C)c1C#N
81 | -0.68 | -0.11 | -280.0 | COc1ccc(-c2cc(C(F)(F)F)nc(SCC(=O)NCc3ccco3)n2)cc1OC
84 | 0.84 | 0.81 | . | C=CCSc1nsc(N)n1

Compound activity deposited in PubChem BioAssay by several laboratories.
